West Nile antiviral = West Nile virus antiviral activity, cell-based, CPE readout (AID 1621); West Nile virus-infected cells, CPE inhibition; higher % means a stronger effect; one-dose CPE inhibition, % at 10 µM; IC50 in µM for titrated hits; 290,000 tested, 0.02% active; in the data active = a potency from the dose series; inconclusive = CPE inhibition mostly from about 3.7% at the one dose, without a potency; inactive = the rest, 99 in 100 with CPE inhibition below about 2.2%; note: strong numbers were not always called active
Autophagy HCS = autophagy modulation, high-content screen; 190,000 tested, 0.98% active; calls only at 10 µM (by protocol); MEF GFP-LC3 puncta imaging; test concentration mostly 10 µM;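 active = percentage of spot-positive cells more than 3 SD above its plate mean, without a fluorescence outlier flag or 80% toxicity; inconclusive = no clear call, values can overlap the other calls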;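 note: spot-positive cell cutoff set from DMSO-treated cells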
MT stabilizer = microtubule stabilizers in HeLa cells | HeLa tubulin immunostaining HCS, 24 h; share of cells brighter than vehicle mean+2SD | % tubulin-high responders, % at 10 µM | 200,000 tested, 0.83% active | AID 2205;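 active = plate Z-score above 3 for both tubulin-high and condensed-nucleus cell shares, with cell loss under 80%, at 10 µM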;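 note: anti alpha tubulin signal scored within the nucleus-defined area of each cell; some results filed as inactive read as strong as hits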
T cell modulator = T cell immune modulators affecting CD8 T cell-vesicle binding | 2C CD8+ T cell-vesicle binding, flow cytometry; active compounds read low | calls only at 7 µM | 330,000 tested, 0.068% active | AID 2052;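 active = response, share of CD8 T cells binding vesicles, and their 90th percentile fluorescence all below set limits, cut at about 80% in these data, passing the limit was not always enough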
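incubation = binding step 1.5 h, 37 °C, antibody labelling 20 min, ice | test system = 2C mouse CD8+ T cells | read-out basis = percent CD8+ FL2 mean versus row control | controls = Peptide-free naked vesicles (low) and QL9 vesicles with 0.7% DMSO vehicle (high) | detection = flow cytometry of vesicle-bound cells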
Hep lipid drop = hepatic lipid droplet formation modulation; AML12 mouse hepatocytes, oleate lipid droplets, BODIPY imaging; inhibition, % at 6.5 µM; 240,000 tested, 0.4% active; AID 1656;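 active = lipid droplet intensity inhibited by at least 50%, with more than 500 cells counted; inconclusive = wells with under 300 cells, treated as cytotoxic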
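Assay system: AML12 mouse liver cells | Compound: 6.5 µM single-point dosing | Schedule: Overnight exposure | Technique: Fluorescence imaging, 20x objective, two fields per well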
bCat nuc transl = alters nuclear translocation of beta-catenin in HeLa cells. immunofluorescence imaging. 190,000 tested, 0.3% active. nuclear translocation activity, % at 5 µM. AID 1665;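 active = nuclear translocation activity above 50% at 5 µM, with a well cell count of 50 or more; inconclusive = wells under 50 cells across six images, flagged as toxic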;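 note: per-cell ratio of nuclear to cytoplasmic median beta-catenin stain intensity; plate controls were DMSO negative control for no effect and GSK-3 inhibitor IX positive control for full effect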
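Test system: human HeLa cell line; Doses: 5 µM primary, 0.02–20 µM confirmation; Incubation: 24 h compound exposure, 37°C; Detection: beta-catenin immunofluorescence imaging with DAPI; Read-out: beta-catenin nuclear/cytoplasmic ratio, % activation.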
Myeloid diff 2 = myeloid differentiation induction. 360,000 tested, 1% active. calls only at 10 µM. AID 624256. ER-HoxA9 myeloid progenitors, lysozyme-GFP differentiation, flow cytometry;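 active = normalized GFP-positive differentiation at or above the plate's own cutoff, the solvent-only control mean plus 3 SD; inconclusive = no clear call, values can overlap the other calls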;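 note: cells exposed to compound for four days before flow analysis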
Ins promoter up = MIN6 insulin promoter up-regulation. MIN6 insulin promoter-GFP reporter, high-content imaging; active compounds read high. z-score at 5 µM. AID 1625. 190,000 tested, 0.3% active;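 active = z-score above 3 at 5 µM with at least 500 cells counted in the well; inconclusive = wells under 500 cells, flagged as cytotoxic or low count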
WT yeast gro inh = growth inhibition of WT yeast, mitochondrial fusion screen; mitochondrial fusion phenotypic screen, WT strain; inhibition, % at 10 µM; 190,000 tested, 2.1% active; in the data active = inhibition above about 58%; tested in S. cerevisiae
WT yeast gro inh mutant strain = further read-out of WT yeast gro inh, marked with its call; inhibition, %; mitochondrial fusion phenotypic screen, mutant strain inhibition
Ins promoter up cell count = further read-out of Ins promoter up, marked with its call; cell count; measured here: cytotoxicity, nuclei count;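 total cells summed across four imaged fields per well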
Hep lipid drop cells 6.5 µM = recorded beside Hep lipid drop, whose call it bears; cell count; measured here: cell count, cytotoxicity flag;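 cells counted across two imaged fields per well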
bCat nuc transl cell count 5 µM = second read-out of bCat nuc transl, no call of its own (marks repeat the call); cell count; measured here: cell count, cytotoxicity flag
T cell modulator vesicle-bound % = also measured in T cell modulator; calls as there; double positive events, %; measured here: CD8+ vesicle-bound cell fraction;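 binding gate set so that unloaded-vesicle control wells show 10% double positive cells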
MT stabilizer Hoechst-high % = also measured in MT stabilizer; calls as there; % Hoechst-high responders; measured here: nuclear condensation Hoechst responders;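 share of cells brighter than vehicle mean plus two SD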
MT stabilizer cytotoxicity % = second read-out of MT stabilizer, no call of its own (marks repeat the call); toxicity, %; measured here: cytotoxicity by cell density;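 0% = mean cell density of plate MIN control wells and 100% = no cells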
Autophagy HCS cell loss 18 h = second read-out of Autophagy HCS, no call of its own (marks repeat the call); toxicity, %; measured here: cell loss, nuclei count;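 cell loss after 18 h compound exposure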
Myeloid diff 2 GFP+ MAC1+ % = recorded beside Myeloid diff 2, whose call it bears; GFP+ MAC1+ double positive, %; measured here: differentiation confirmed by MAC1 staining
Numbers without * were called inactive; i = inactive; ? = inconclusive; nt = no result given.

SMILES | West Nile antiviral | Autophagy HCS | Autophagy HCS cell loss 18 h | MT stabilizer | MT stabilizer Hoechst-high % | MT stabilizer cytotoxicity % | T cell modulator | T cell modulator vesicle-bound % | Hep lipid drop | Hep lipid drop cells 6.5 µM | bCat nuc transl | bCat nuc transl cell count 5 µM | Myeloid diff 2 | Myeloid diff 2 GFP+ MAC1+ % | Ins promoter up | Ins promoter up cell count | WT yeast gro inh | WT yeast gro inh mutant strain
CCN(C(=O)COC(=O)c1ccccc1NC(=O)c1ccco1)C1CCS(=O)(=O)C1 (stereo unspecified) | -0.2% | i | 13 | 1.5 | 1.6 | 7.1 | i | 21 | 0 | 725 | -1.0 | 593 | i | 0.8 | nt | nt | 5 | 7
CCSc1nnc(-c2cccnc2)n1-c1ccc(C)c(Cl)c1 | -0.3% | i | -6 | 0.8 | 1.0 | 4.0 | i | 26 | 13 | 756 | nt | nt | i | 6.9 | -1.1 | 964 | 11 | 20
O=C(Cn1c(NCCCO)nc2ccccc21)c1ccc(Cl)cc1 | -0.3% | nt | nt | nt | nt | nt | i | 45 | 0 | 800 | nt | nt | i | 0.3 | nt | nt | nt | nt
COCCOC(=O)c1[nH]c2c(c1C)C(=O)C(C(=O)OC)C(C)C2 (stereo unspecified) | -0.1% | i | -2 | 2.0 | 4.5 | 7.3 | i | 64 | nt | nt | nt | nt | i | 1.9 | -0.24 | 981 | 2 | 6
Cc1ccccc1Cn1ccc(=NCc2ccccc2)cc1 | 1.2% | i | 2 | 2.5 | 3.6 | 3.9 | i | 31 | -95 | 599 | 0.1 | 489 | nt | nt | ? | nt | 13 | 2
CCCN1Cc2cccc(C(=O)NC(C)c3cccs3)c2C1=O (stereo unspecified) | -0.6% | i | -9 | 2.8 | 1.9 | 5.3 | i | 44 | -2 | 751 | -1.9 | 1121 | i | 0.5 | -0.39 | 874 | 55 | 46
CCC1CCCCN1CCCNC(=O)CN1C(=O)CSc2ccc(S(=O)(=O)N3CCOCC3)cc21 (stereo unspecified) | 0.3% | nt | nt | nt | nt | nt | i | 32 | -6 | 750 | nt | nt | i | 0.6 | nt | nt | nt | nt
CCOC(=O)C(C)(C)C(=O)C(C)(C)C(O)c1ccccn1 (stereo unspecified) | -0.2% | i | -10 | 4.3 | 1.7 | 9.2 | i | 51 | nt | nt | -0.2 | 1138 | i | 9.5 | -0.56 | 1011 | 9 | 6
O=C(O)c1cc(Cl)c(Cl)cc1C(=O)Nc1cccc2cccnc12 | -0.1% | i | -1 | 1.9 | 2.4 | 0.3 | i | 53 | 1 | 658 | -0.2 | 1089 | i | 0.3 | -0.27 | 1499 | -2 | 17
COc1ccc(S(=O)(=O)NCc2ccccc2Cl)cc1OC | 0.5% | i | -4 | 2.8 | 2.3 | 3.8 | i | 21 | -9 | 784 | 3.2 | 1164 | i | 0.7 | 0.68 | 1170 | 5 | -3
Cc1ccc(CNC(=O)c2ccc(CS(=O)Cc3cccc(Cl)c3)o2)cc1 (stereo unspecified) | 0.0% | nt | nt | nt | nt | nt | i | 8 | -28 | 726 | nt | nt | ? | nt | nt | nt | nt | nt
O=C(/C=C/c1ccccc1)OCc1cncs1 | 0.4% | i | 15 | 1.9 | 2.0 | 3.5 | i | 24 | 1 | 710 | -3.2 | 1126 | i | 0.2 | -0.26 | 1491 | 14 | 5
CSc1ccc(CN2CCC(CO)(CCOc3ccccc3)CC2)cc1 | -0.7% | nt | nt | nt | nt | nt | i | 45 | 1 | 796 | nt | nt | i | 0.2 | nt | nt | nt | nt
Cn1ncc(Cl)c1C(=O)Nc1cccc(Cl)c1 | 0.1% | i | -9 | 2.0 | 2.0 | 4.8 | i | 6 | 4 | 763 | -1.3 | 411 | i | 0.7 | nt | nt | 0 | -13
Cn1c(=O)c2c(nc(SCCCC#N)n2Cc2ccccc2F)n(C)c1=O | -1.0% | nt | nt | 6.8 | 1.2 | 4.7 | i | 31 | -14 | 643 | 0.5 | 1039 | i | 3.0 | nt | nt | -14 | -3
CCCCN(CC)Cc1ccc(CNC(=O)Nc2ccccc2)o1 | 1.5% | i | -12 | 1.7 | 1.6 | 7.9 | i | 50 | 11 | 757 | nt | nt | i | 6.7 | -0.19 | 796 | -3 | -16
CCOC(=O)Cc1csc(NC(=O)c2csc3c2CCCC3)n1 | 2.6% | i | 8 | 2.7 | 2.6 | 11 | i | 22 | nt | nt | -5.1 | 856 | i | 5.2 | -0.47 | 1006 | 54 | 12
COc1ccc(CC(=O)Nc2ccc(-c3noc(-c4cccc(OC)c4)n3)cc2)cc1 | -0.2% | i | 1 | 5.0 | 1.8 | 5.9 | i | 50 | nt | nt | nt | nt | i | 0.7 | nt | nt | -5 | -53
O=C(O)C1CCCN(S(=O)(=O)c2ccc(Cl)s2)C1 (stereo unspecified) | -0.2% | nt | nt | 6.7 | 1.2 | 6.5 | i | 37 | 22 | 606 | -5.5 | 1115 | i | 1.4 | -0.39 | 1988 | 5 | 1
Cc1cc(NC(=O)CSc2nc(-c3ccccc3)cs2)no1 | 0.2% | i | 0 | 2.0 | 1.8 | 4.6 | i | 6 | -31 | 698 | nt | nt | i | 0.7 | nt | nt | 4 | 0
CCN(CC(=O)Nc1ccc(N2CCOCC2)cc1)C(=O)COc1ccccc1OC | -0.2% | i | 4 | 1.9 | 1.9 | 12 | i | 47 | 4 | 655 | -4.9 | 1048 | i | 0.4 | -0.22 | 1505 | 5 | 6
Nc1nc(-c2cccnc2)nn1C(=O)c1ccc(Cl)cc1 | 0.4% | i | 27 | 2.8 | 2.1 | 7.1 | nt | nt | 11 | 688 | 0.8 | 971 | i | 0.1 | 0.09 | 1207 | 0 | 5
CN(CCCC(=O)Nc1ccc(Br)cc1F)S(=O)(=O)c1ccccc1 | -0.9% | nt | nt | nt | nt | nt | i | 35 | 0 | 899 | nt | nt | i | 0.6 | nt | nt | nt | nt
CC1=CC(=O)N(c2cccc(C(F)(F)F)c2)C1c1ccc(Cl)cc1 (stereo unspecified) | -0.3% | i | 16 | 1.2 | 1.7 | 3.9 | i | 11 | nt | nt | nt | nt | i | 0.6 | 1.1 | 974 | 34 | 11
CCCn1c(=NC(C)=O)c(C(=O)OCC)cc2c(=O)n3ccccc3nc21 | 0.3% | i | 6 | 5.7 | 2.8 | 2.3 | i | 13 | -2 | 756 | -1.0 | 1125 | i | 5.5 | -1.7 | 1073 | -13 | -19
O=C(CSc1nnc(-c2cccc(S(=O)(=O)N3CCCCC3)c2)o1)NCCC1=CCCCC1 | 0.0% | i | -2 | 4.2 | 2.6 | 6.1 | i | 22 | nt | nt | -1.6 | 746 | i | 0.6 | 0.27 | 1335 | 3 | 0
CCc1cccc(NC(=O)Cn2c(-c3ccccc3)cc(C(C)=O)c2C)c1 | -1.2% | i | 6 | 3.2 | 2.3 | 8.9 | i | 18 | -3 | 561 | -5.6 | 522 | i | 0.6 | -0.9 | 1380 | -9 | -27
CCC(=NCc1ccccc1)C1=C(O)C(C(=O)OC)C(C)(C)CC1=O (stereo unspecified) | 0.3% | i | 1 | 4.0 | 1.5 | 3.8 | i | 36 | nt | nt | -0.7 | 1140 | i | 2.3 | -0.38 | 1302 | -9 | 3
CC(C)c1ccc(/C=N/NC(=O)C2CCCC2)cc1 | -1.3% | nt | nt | nt | nt | nt | i | 11 | 4 | 863 | nt | nt | i | 1.2 | nt | nt | nt | nt
Cc1ccc(-n2c(N)c(C(N)=O)sc2=S)c(C)c1 | nt | i | 3 | 4.9 | 2.2 | 4.6 | i | 45 | nt | nt | 5.5 | 1385 | i | 6.0 | 0.34 | 1544 | -13 | 7
N#C/C(=C\c1cc(O)c(O)c(O)c1)C(N)=O | -0.5% | nt | nt | nt | nt | nt | i | 50 | -2 | 724 | 0.2 | 1321 | i | 1.3 | -1.3 | 808 | nt | nt
COc1ccc(-c2ncncc2-c2ccccc2)c(O)c1 | -0.5% | nt | nt | nt | nt | nt | i | 22 | 3 | 792 | nt | nt | i | 0.8 | nt | nt | nt | nt
Cc1cccc(C)c1NC(=O)COn1nnc2ccc(C(F)(F)F)cc21 | -0.6% | i | 0 | 2.0 | 2.8 | 7.2 | i | 41 | -2 | 721 | 5.7 | 569 | i | 0.4 | -0.35 | 1454 | -8 | 7
CCc1ccc(OCC(=O)Nc2nnc(-c3ccco3)s2)cc1 | 0.2% | nt | nt | nt | nt | nt | i | 10 | -4 | 789 | nt | nt | i | 0.4 | nt | nt | nt | nt
O=S(=O)(Cc1ccccc1)N1CCCCC1 | 0.0% | i | 1 | 3.0 | 2.1 | 1.9 | i | 37 | 1 | 692 | -3.0 | 1186 | i | 1.1 | 0.94 | 863 | -8 | -17

Reprinted at random: two entries already listed.
SMILES | West Nile antiviral | Autophagy HCS | Autophagy HCS cell loss 18 h | MT stabilizer | MT stabilizer Hoechst-high % | MT stabilizer cytotoxicity % | T cell modulator | T cell modulator vesicle-bound % | Hep lipid drop | Hep lipid drop cells 6.5 µM | bCat nuc transl | bCat nuc transl cell count 5 µM | Myeloid diff 2 | Myeloid diff 2 GFP+ MAC1+ % | Ins promoter up | Ins promoter up cell count | WT yeast gro inh | WT yeast gro inh mutant strain
O=S(=O)(Cc1ccccc1)N1CCCCC1 | 0.0% | i | 1 | 3.0 | 2.1 | 1.9 | i | 37 | 1 | 692 | -3.0 | 1186 | i | 1.1 | 0.94 | 863 | -8 | -17
Cc1ccc(-n2c(N)c(C(N)=O)sc2=S)c(C)c1 | nt | i | 3 | 4.9 | 2.2 | 4.6 | i | 45 | nt | nt | 5.5 | 1385 | i | 6.0 | 0.34 | 1544 | -13 | 7

Screens (PubChem)
